Screens deposited in PubChem BioAssay by National Center for Advancing Translational Sciences (NCATS).
DRD3 antagonist: D3 dopamine receptor (human) antagonism; D3R cells, DiscoveRx beta-arrestin luminescence, antagonist mode; stronger effect = lower value; max response, negative = inhibition, %; 360,000 tested, 2.5% active; AID 652054; in the data active = max response below about -50%; inconclusive = no clear call, values can overlap the other calls; also: % is scaled to controls: 0 for no effect and ±100 for the full control effect; mostly tested at two doses, the higher about 12 µM
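Cells expressing the human receptor were seeded at 1500 cells/well, incubated overnight at 37 degrees C in 5% CO2, then exposed to library compounds with dopamine controls for 90 minutes at 37 degrees C before luminescent detection.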
EPAC2 agonist: activates human EPAC2 exchange factor; 360,000 tested, 0.079% active; EPAC2 activation, biochemical qHTS; response scale: 100% = 6.5 mM cAMP response; AID 720711; Potency, µM (highest dose often 154 µM), without a hit: at the top dose activation, hits mostly activators; also: potency is read from the fitted curve at half-maximal effect; nearly all actives have a fitted effect of over 50% in size
Target sequence (Q8WZA2 whole entry, looked up): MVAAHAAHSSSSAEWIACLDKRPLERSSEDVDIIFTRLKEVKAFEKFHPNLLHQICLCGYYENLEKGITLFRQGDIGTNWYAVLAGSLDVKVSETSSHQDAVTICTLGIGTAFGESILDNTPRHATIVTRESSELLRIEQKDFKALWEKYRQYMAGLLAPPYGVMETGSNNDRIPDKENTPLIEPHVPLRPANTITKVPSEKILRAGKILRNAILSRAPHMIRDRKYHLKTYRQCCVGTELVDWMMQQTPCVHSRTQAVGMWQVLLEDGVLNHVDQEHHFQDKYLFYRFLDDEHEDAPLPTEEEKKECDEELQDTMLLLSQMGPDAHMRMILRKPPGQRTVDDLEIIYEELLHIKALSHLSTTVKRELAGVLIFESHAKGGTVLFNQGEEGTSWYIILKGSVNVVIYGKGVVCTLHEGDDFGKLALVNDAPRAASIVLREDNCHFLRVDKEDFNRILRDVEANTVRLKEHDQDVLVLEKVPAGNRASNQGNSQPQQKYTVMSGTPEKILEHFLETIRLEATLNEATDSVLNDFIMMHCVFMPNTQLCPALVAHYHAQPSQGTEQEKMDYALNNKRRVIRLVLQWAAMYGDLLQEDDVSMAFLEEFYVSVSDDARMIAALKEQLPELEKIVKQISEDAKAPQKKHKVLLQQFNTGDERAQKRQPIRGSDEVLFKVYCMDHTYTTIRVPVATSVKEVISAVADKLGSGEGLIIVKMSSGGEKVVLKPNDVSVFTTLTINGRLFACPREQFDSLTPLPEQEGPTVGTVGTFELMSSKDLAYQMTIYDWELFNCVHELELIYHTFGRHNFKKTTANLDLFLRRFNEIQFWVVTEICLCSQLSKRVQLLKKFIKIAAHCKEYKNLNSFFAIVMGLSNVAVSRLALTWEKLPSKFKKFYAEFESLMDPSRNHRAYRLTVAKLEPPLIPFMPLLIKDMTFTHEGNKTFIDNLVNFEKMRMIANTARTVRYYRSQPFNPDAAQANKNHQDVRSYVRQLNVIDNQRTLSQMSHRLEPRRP
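Exchange assay: 100 nM EPAC2 with 250 nM Rap1B-BODIPY-GDP and 50 uM GDP. Fluorescence (ex 480/em 540 nm) read every 5 min for 30 min at room temperature. Data normalized to 6.5 mM cAMP as agonist control.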
FUS suppressor: suppressors of FUS proteinopathy in yeast. S. cerevisiae FUS-expressing, growth rescue, OD600, 24 h. Potency, µM (titrated, usually from 76.6 µM), inactives show at the highest dose growth rescue (activation), usual class: activators. 390,000 tested, 0.24% active. AID 1347120;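 also: potency is read from the fitted curve at half-maximal effect; plate controls were DMSO vehicle for no effect and reference control for full effect; nearly all actives have a fitted effect of over 55% in size; some results filed as inactive show a strong effect at the top dose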
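Galactose (2%) drives FUS expression in yeast precultured in raffinose; seeding density OD 0.005. Test compounds incubated 24hr at 30C and 99% humidity before absorbance at 600 nm was measured.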
DRD3 agonist: agonists of human D3 dopamine receptor; max activation, %; 410,000 tested, 0.58% active; D3R DiscoveRx beta-arrestin cells, luminescence, 90 min; in the data active = max activation above about 30%; also: 0% is about no effect; mostly tested at two doses, the higher about 12 µM
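Agonist mode: compounds and dopamine controls were applied to plated cells for 90 min at 37 degrees C after an overnight attachment at 1500 cells/well. Luminescent read-out followed 30 - 60 minutes at room temperature with DiscoveRx detection reagent.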
EPAC2 antagonist: blocks human EPAC2 exchange factor. Q8WZA2. EPAC2 GEF exchange of Rap1B-BODIPY-GDP, fluorescence. Potency, µM (highest dose often 114 µM), inactives show at the highest dose activity, negative = inhibition, hits mostly inhibitors. 360,000 tested, 0.18% active; also: potency is read from the fitted curve at half-maximal effect; % is scaled to controls: 0 for no effect and ±100 for the full control effect; nearly all actives have a fitted effect of over 45% in size; many of its hits are not listed in these tables
Abeta yeast res: restores growth of yeast expressing A-beta42 peptide | AID 1347071 | 410,000 tested, 0.063% active | yeast expressing A-beta42, growth rescue, OD600, 48 h; response scale: 0% DMSO, 100% iron-clioquinol control | Potency, µM (series often up to 46.1 µM), without a hit: at the highest dose growth rescue, usual class: activators; also: potency is read from the fitted curve at half-maximal effect; nearly all actives have a fitted effect of over 55% in size
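Yeast growth medium received pinned compounds, then yeast cells expressing toxic A-beta were added; plates incubated at 30 C for 48 hr. Growth read as absorbance at 600 nm, normalized to DMSO and equimolar FeCl3 plus clioquinol controls.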
aSyn rescue: alpha-synuclein toxicity inhibition in yeast | Yeast expressing alpha-synuclein, growth rescue, BacTiter-Glo, 24 h | Potency, µM (top dose mostly 46.1 µM), without a hit: top-dose growth rescue (activation), most hits filed as activators | 370,000 tested, 0.14% active; also: potency is read from the fitted curve at half-maximal effect; % of control where 0% means no effect; nearly all actives have a fitted effect of over 65% in size
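Screening used galactose-induced yeast with toxic alpha-synuclein levels, exposed to compound for 24 hr at 30 deg C. Cell growth, read with BacTiter-Glo luminescence, gave the measured signal.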
TDP-43 yeast inh: inhibitors of TDP-43 toxicity in yeast; TDP-43 expressing yeast growth rescue, BacTiter-Glo, 24 h; Potency, µM (doses to about 46.1 µM), for inactives: top-dose growth rescue (activation), usual class: activators; AID 652104; 410,000 tested, 1.8% active; also: potency is read from the fitted curve at half-maximal effect; % of control where 0% means no effect; nearly all actives have a fitted effect of over 50% in size
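Yeast cells expressing TDP-43 under galactose induction are exposed to compounds for 24 hr at 30 deg C. BacTiter-Glo luminescence measures growth, so protective compounds score as activators.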
Starred values were filed as active, the others as inactive; & = joins results of further samples; [ ] = remark or other dose. Unless noted, calls follow the shape of the dose curve; as a rule, active = well fitted curve in the direction sought with a large enough effect; inconclusive = small, poorly fitted or top-dose-only effect, or another doubt; inactive = no such curve, though single readings can be large; an effect the other way counts as inactive or inconclusive. An excerpt (hit frequency here may not be typical).

What do the screens show for `O=C(COC(=O)c1cccc(OC(F)F)c1)Nc1ncccn1`?
DRD3 antagonist: -7.9; EPAC2 agonist: 8.5%; DRD3 agonist: 4.9; EPAC2 antagonist: -0.7%; Abeta yeast res: -4.6%; aSyn rescue: -10.4%; TDP-43 yeast inh: 0.0%

Results for COc1ccc(CC2c3cc(OC)c(OC)cc3CC[N+]2(C)CCC(=O)OCCCCCOC(=O)CC[N+]2(C)CCc3cc(OC)c(OC)cc3C2Cc2ccc(OC)c(OC)c2)cc1OC (stereo not given) ?
DRD3 antagonist: 9.3; EPAC2 agonist: -4.5%; FUS suppressor: -19.6%; DRD3 agonist: -11.2&2.5; EPAC2 antagonist: -10.0%; Abeta yeast res: -15.3%; aSyn rescue: 4.6%; TDP-43 yeast inh: 5.3%

What do the screens show for `COC(=O)C1=C(C(=O)OC)[C@@H]2N(Cc3ccccc3)c3ccccc3[C@@]23C[C@@H](C(=O)OC)N(C(C)=O)C3=N1`?
DRD3 antagonist: 3.0; EPAC2 agonist: 16.3%; FUS suppressor: inconclusive; DRD3 agonist: 4.7; EPAC2 antagonist: -3.1%; Abeta yeast res: -2.2%; aSyn rescue: 3.1%; TDP-43 yeast inh: -0.1%

What do the screens show for `c1csc(C(c2nnnn2C2CCCCC2)N2CCCC3(CCCCC3)C2)c1` (stereo not given)?
DRD3 antagonist: -14.5; EPAC2 agonist: 1.9%; FUS suppressor: -13.8%; DRD3 agonist: 1.0; EPAC2 antagonist: -0.7%; Abeta yeast res: 9.1%; aSyn rescue: -12.4%; TDP-43 yeast inh: 8.5%

How did O=C(c1ccc(COc2ccc(F)cc2)o1)n1cc(Br)cn1 do in these assays?
DRD3 antagonist: -17.5; EPAC2 agonist: 6.4%; FUS suppressor: 24.8%; DRD3 agonist: 3.9; EPAC2 antagonist: 11.7%; Abeta yeast res: -12.5%; aSyn rescue: -17.4%; TDP-43 yeast inh: 0.0%

How did Cc1ccccc1Nc1nnc(SCC(=O)c2cc3ccccc3o2)s1 do in these assays?
DRD3 antagonist: 3.2; EPAC2 agonist: 11.2%; DRD3 agonist: 6.5; EPAC2 antagonist: 3.4%; Abeta yeast res: inconclusive; aSyn rescue: 16.7%; TDP-43 yeast inh: 0.0%

How did CCOC(=O)CN(C#N)c1nc(N(C)C)nc(N(C)C)n1 do in these assays?
DRD3 antagonist: -17.8; EPAC2 agonist: -3.2%; FUS suppressor: -4.5%; DRD3 agonist: -7.3; EPAC2 antagonist: 6.2%; Abeta yeast res: -11.1%; aSyn rescue: 0.2%; TDP-43 yeast inh: 4.4%

Results for Cc1ccc2nc(C3CCN(C(=O)c4ccco4)CC3)[nH]c2c1 ?
DRD3 antagonist: 8.4; EPAC2 agonist: 9.8%; FUS suppressor: 23.1%; DRD3 agonist: -5.6; EPAC2 antagonist: 15.2%; Abeta yeast res: -15.6%; aSyn rescue: 4.5%; TDP-43 yeast inh: -18.4%

What do the screens show for `CCc1ccc(-n2nnc(-c3nc(-c4cccs4)no3)c2N)cc1`?
FUS suppressor: 23.5%; DRD3 agonist: 7.8; Abeta yeast res: -4.1%; TDP-43 yeast inh: 6.9%

Results for Oc1ccccc1C1NN=C(c2ccccc2)S1 (stereo not given) ?
DRD3 antagonist: 5.9; EPAC2 agonist: 16.5%; FUS suppressor: 2.9%; DRD3 agonist: -3.6; EPAC2 antagonist: -9.1%; Abeta yeast res: -17.4%; aSyn rescue: -14.8%; TDP-43 yeast inh: 18.5%

Results for CCOC(=O)c1c(NC(=O)CS(=O)(=O)c2cn(CC)c3ccccc23)sc2c1CCCC2 ?
DRD3 antagonist: 1.3; EPAC2 agonist: 16.2%; FUS suppressor: 36.1%; DRD3 agonist: 2.6; EPAC2 antagonist: 8.3%; Abeta yeast res: -9.6%; aSyn rescue: 1.2%; TDP-43 yeast inh: 3.2%

What do the screens show for `O=C(NC1CCS(=O)(=O)C1)/C(=C/c1ccc(Cl)cc1)NC(=O)c1ccccc1` (stereo not given)?
DRD3 antagonist: 6.0; EPAC2 agonist: -2.8%; FUS suppressor: 5.0%; DRD3 agonist: -7.9; EPAC2 antagonist: -1.1%; Abeta yeast res: 6.8%; aSyn rescue: -0.3%; TDP-43 yeast inh: 15.8%

How did COc1ccc(CNC(=O)C2CCN(S(=O)(=O)c3ccc(-c4nn[nH]n4)cc3)CC2)cc1 do in these assays?
DRD3 antagonist: 5.8; EPAC2 agonist: -19.7%; FUS suppressor: 5.7%; DRD3 agonist: -9.4; EPAC2 antagonist: 1.2%[57.1 µM]; Abeta yeast res: -2.7%; aSyn rescue: -7.5%; TDP-43 yeast inh: -23.1%

What do the screens show for `Cn1c(CN2CCCCC2)nc2cc(NC(=O)c3cccs3)ccc21`?
DRD3 antagonist: -16.6; EPAC2 agonist: 0.4%; FUS suppressor: 2.9%; DRD3 agonist: -9.5; EPAC2 antagonist: -2.6%; Abeta yeast res: 8.0%; aSyn rescue: 3.4%; TDP-43 yeast inh: -17.4%

Results for COCOc1ccc(-c2ncc(OCCN3CCCC3=O)nc2NC(=O)c2cc3ccccc3s2)cc1 ?
DRD3 antagonist: 17.7; EPAC2 agonist: -2.1%; FUS suppressor: inconclusive; DRD3 agonist: 5.1; EPAC2 antagonist: -10.6%; Abeta yeast res: 18.9%; aSyn rescue: 2.5%; TDP-43 yeast inh: 2.7%

How did O=C(COc1ccc(Cl)cc1Cl)NCCCCc1ccccc1 do in these assays?
DRD3 antagonist: -21.8; EPAC2 agonist: 14.3%; FUS suppressor: inconclusive; DRD3 agonist: -0.2; EPAC2 antagonist: -9.8%; Abeta yeast res: 4.3%; aSyn rescue: 18.8%; TDP-43 yeast inh: 28.7%

How did Cc1ccc(Cn2c(CCNc3nc(-c4ccc(Cl)c([N+](=O)[O-])c4)cs3)nc3cc(C(=O)NCCCO)ccc32)cc1 do in these assays?
DRD3 antagonist: 53.0; EPAC2 agonist: 4.0%; FUS suppressor: inconclusive; DRD3 agonist: 12.2; EPAC2 antagonist: 4.8%; Abeta yeast res: -3.7%; aSyn rescue: 6.8%; TDP-43 yeast inh: 2.7%

What do the screens show for `CCn1nnnc1SCC(=O)N(C1CCCCC1)C1CCCCC1`?
DRD3 antagonist: -15.5; EPAC2 agonist: -5.8%; FUS suppressor: 32.9%; DRD3 agonist: 1.5; EPAC2 antagonist: -1.4%; Abeta yeast res: -37.9%[inhibitor]; aSyn rescue: 6.0%; TDP-43 yeast inh: 6.0%

How did CC(=O)Oc1ccc(-c2ccc(C(=O)Nc3cccc(S(=O)(=O)N4CCOCC4)c3)cc2)cc1 do in these assays?
DRD3 antagonist: 2.3; EPAC2 agonist: 28.7%; FUS suppressor: 13.7%; DRD3 agonist: -0.9; EPAC2 antagonist: 7.4%; Abeta yeast res: -14.4%; aSyn rescue: -5.5%; TDP-43 yeast inh: 19.2%

Results for CC(NC(=O)c1ccccc1F)c1nnc(SCC(=O)NC2CCCC2)n1C (stereo not given) ?
DRD3 antagonist: -0.6; EPAC2 agonist: 12.0%; FUS suppressor: -2.5%; DRD3 agonist: 8.9; EPAC2 antagonist: -4.4%; Abeta yeast res: 5.7%; aSyn rescue: -6.1%; TDP-43 yeast inh: -12.5%

What do the screens show for `N/C(=N\OC(=O)CCC1CCCC1)c1ccccn1`?
DRD3 antagonist: 20.7; EPAC2 agonist: -15.2%; DRD3 agonist: -0.2; EPAC2 antagonist: 26.3%; Abeta yeast res: 5.1%; aSyn rescue: -0.6%; TDP-43 yeast inh: inconclusive

How did COCCNC(=O)C1(C)CCCN(C(=O)c2ccc(C(F)(F)F)cc2)C1 (stereo not given) do in these assays?
DRD3 antagonist: 9.1; EPAC2 agonist: 6.5%; FUS suppressor: -16.6%; DRD3 agonist: 4.5; EPAC2 antagonist: -4.2%; Abeta yeast res: 0.3%; aSyn rescue: 0.3%; TDP-43 yeast inh: 19.0%

What do the screens show for `O=C(Nc1cc([N+](=O)[O-])ccc1N1CCCC1)c1ccccc1`?
DRD3 antagonist: -8.3; EPAC2 agonist: -18.1%; FUS suppressor: 1.9%; DRD3 agonist: -8.0; EPAC2 antagonist: -17.2%; Abeta yeast res: -0.5%; aSyn rescue: -1.0%; TDP-43 yeast inh: 1.4%[9.22 µM]

What do the screens show for `COc1ccccc1NS(=O)(=O)c1cc(C(=O)NCC(c2ccco2)N2CCCCC2)ccc1C` (stereo not given)?
DRD3 antagonist: inconclusive; EPAC2 agonist: 1.9%; FUS suppressor: 25.7%; DRD3 agonist: -25.1; EPAC2 antagonist: -2.5%; Abeta yeast res: 12.5%; aSyn rescue: -4.1%; TDP-43 yeast inh: -10.2%

What do the screens show for `Cc1cccc(NC(=O)CCc2nc3sc4c(c3c(=O)[nH]2)CCCC4)c1`?
DRD3 antagonist: 8.2; EPAC2 agonist: 1.9%; FUS suppressor: 21.1%; DRD3 agonist: -7.2; EPAC2 antagonist: 16.7%; Abeta yeast res: -3.1%; aSyn rescue: 1.1%; TDP-43 yeast inh: -30.1%[inhibitor]

How did CSc1ccccc1C(=O)Nc1cccc(N(C)S(C)(=O)=O)c1 do in these assays?
DRD3 antagonist: 0.6; EPAC2 agonist: -3.4%; FUS suppressor: 5.0%; DRD3 agonist: 20.0; EPAC2 antagonist: 2.7%; Abeta yeast res: 12.9%; aSyn rescue: 0.6%; TDP-43 yeast inh: -14.0%

What do the screens show for `NC(=O)c1cccc(CS(=O)(=O)c2ccc(Cl)cc2)c1`?
DRD3 antagonist: 0.5; EPAC2 agonist: 6.2%; FUS suppressor: 5.6%; DRD3 agonist: -1.3; EPAC2 antagonist: -2.2%; Abeta yeast res: -11.2%; aSyn rescue: -5.8%; TDP-43 yeast inh: 4.3%
